Screening results: PubChem BioAssay, several laboratories
PMI act – phosphomannose isomerase (human) activation. P34949. purified human PMI, coupled resazurin fluorescence, 20 min; active compounds read high; 1 = vehicle control, 0 substrate-free wells. activation factor at 20 µM. 0.005% of 190,000 active. AID 1214;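 active means activation factor of 2 or more at 20 µM, relative to plate controls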
Target sequence (P34949 whole entry, looked up): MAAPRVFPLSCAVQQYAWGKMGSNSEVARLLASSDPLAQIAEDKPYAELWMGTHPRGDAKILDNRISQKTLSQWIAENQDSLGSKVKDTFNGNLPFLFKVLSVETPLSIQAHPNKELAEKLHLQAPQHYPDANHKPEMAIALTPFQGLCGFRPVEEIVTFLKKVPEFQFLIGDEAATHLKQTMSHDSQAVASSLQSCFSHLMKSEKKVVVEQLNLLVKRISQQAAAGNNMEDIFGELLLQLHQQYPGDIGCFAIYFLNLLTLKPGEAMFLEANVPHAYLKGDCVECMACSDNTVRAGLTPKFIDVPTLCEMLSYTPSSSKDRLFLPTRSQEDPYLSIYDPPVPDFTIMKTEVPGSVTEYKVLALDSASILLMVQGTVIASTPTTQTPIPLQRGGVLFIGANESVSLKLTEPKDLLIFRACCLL
ROMK mod – human ROMK K+ channel modulation, primary screen; 2% of 130,000 active; AID 1918; Tet-inducible ROMK, thallium flux fluorescence; actives lie on both sides; B-score at 10 µM; P48048;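 active means signal ratio slope over the read window, or its plate-corrected B-score, at least 3 SD from the plate mean, either direction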;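 further: B-score of the F/F0 ratio slope over 7 to 12 s after thallium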
PMI act satM6P – activators of human phosphomannose isomerase at near-saturating mannose 6-phosphate; AID 1216; coupled PMI enzyme assay, resazurin fluorescence, 20 min; active compounds read high; 1 = untreated enzyme, 0 = substrate-free blank; P34949; 0.34% of 190,000 active; activation factor at 20 µM;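 active means activation factor of 2 or more at 20 µM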
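Technique: Diaphorase-driven resazurin-to-resorufin fluorescence, excitation 544, emission 590 nm | Assay system: Human PMI in coupled enzyme assay | Times: Enzyme reaction with compound 20 min at room temperature | Medium: HEPES-buffered pH 7.4 with magnesium and detergent | Reagent: Mannose-6-phosphate 1.0 mM (near-saturating) plus 0.22 mM NADP+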
PPARg SRC3 recr – PPARgamma-driven SRC-3 recruitment agonism; P37231; biochemical PPARgamma/SRC-3 coactivator recruitment assay; activation, % at 8 µM; 0.26% of 200,000 active; AID 731; in the data active means activation above about 23%;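 further: 0% = DMSO and 100% = reference agonist; some compounds past the cut are filed as inactive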
Diaph inh CS – counter-screen for diaphorase-based assays: diaphorase inhibitors and chemical oxidizers; diaphorase resazurin-to-resorufin fluorescence, NADH, 16 min; bacterial (C. kluyveri) enzyme, not human; inhibition, % at 20 µM; 0.69% of 190,000 active;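 active means primary screen inhibition at 20 µM above a set limit, cut at about 50% in these data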;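 further: plate controls were DMSO with full reaction for no effect and wells lacking NADH for full effect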
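Test system: bacterial diaphorase enzyme (C. kluyveri); Quantity: 0.14 U/mL diaphorase, enzyme working solution; Times: reaction incubation of 16 min at room temperature; Measured by: fluorescence of resorufin formed from resazurin, Ex 544/Em 590 nm; Benchmarks: positive control minus NADH, DMSO neutral control.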
TR-FRET SRC-2 ct – flags TR-FRET format artefacts in PPARgamma SRC-2 recruitment agonist screen; TR-FRET artefact counter-screen; active compounds read high; TR-FRET ratio at 8 µM; 0.4% of 200,000 active; AID 1049; in the data active means TR-FRET ratio above about 2000; further: inactives centre near 1500
PPARg SRC1 recr – promotes SRC-1 coactivator recruitment by human PPARgamma; P37231; PPARgamma-SRC-1 coactivator recruitment biochemical assay; 0.41% of 200,000 active; activation, % at 8 µM; in the data active means activation above about 19%;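 further: 0% = DMSO and 100% = reference agonist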
S1P3 antagonist – antagonists of human S1P3 receptor; Q99500; CHO S1P3 NFAT-BLA reporter, FRET fluorescence, antagonist mode; inhibition, % at 4.98 µM; 0.27% of 170,000 active;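 active means inhibition above the plate cutoff, the mean inhibition of test wells on that plate plus 3 SD, cut at about 28% in these data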;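 further: cells challenged with S1P at its EC80 of 0.8 µM; blue over green emission ratio from cleaved BLA substrate after 4 h stimulation; 0% = S1P-stimulated wells and 100% = unstimulated DMSO-only wells; some compounds past the cut are filed as inactive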
Target sequence (Q99500 whole entry, looked up): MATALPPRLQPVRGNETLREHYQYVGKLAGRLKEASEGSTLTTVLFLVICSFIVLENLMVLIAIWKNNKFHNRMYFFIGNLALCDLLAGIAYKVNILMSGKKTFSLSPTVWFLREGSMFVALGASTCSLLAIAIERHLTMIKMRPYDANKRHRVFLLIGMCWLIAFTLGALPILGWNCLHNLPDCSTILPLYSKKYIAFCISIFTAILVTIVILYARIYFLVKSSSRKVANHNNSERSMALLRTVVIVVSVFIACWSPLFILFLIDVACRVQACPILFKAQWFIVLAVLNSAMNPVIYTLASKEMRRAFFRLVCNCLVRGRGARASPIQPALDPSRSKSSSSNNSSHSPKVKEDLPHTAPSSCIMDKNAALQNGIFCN
Diaph act CS – diaphorase activation or chemical reduction counter-screen; Diaphorase/resazurin coupled assay, resorufin fluorescence, 16 min; active compounds read high; 1 = vehicle wells, 0 = NADH-free wells; activation factor at 20 µM; 0.005% of 190,000 active;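 active means diaphorase activity raised at least twofold by the compound at 20 µM; inactive means activation factor below 2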
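Measured by – red resorufin fluorescence at 544/590 nm excitation/emission · Test system – Clostridium kluyveri diaphorase, purified enzyme · Incubation – reaction time 16 min, room temperature · Buffer or medium – 50 mM HEPES pH 7.4 with 4.542 mM MgCl2, 0.005% Tween 20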
G6PDH CS – counter-screen for G6PDH assay hits: L. mesenteroides G6PDH inhibition | Purified L. mesenteroides G6PDH, diaphorase/resazurin coupled fluorescence, 45 min | inhibition, % at 5 µM | 0.12% of 200,000 active; in the data active means inhibition above about 50%
PPARg SRC-2 ag – promotes SRC-2 coactivator recruitment by human PPARgamma. activation, % at 8 µM. PPARgamma LBD-SRC-2 recruitment, biochemical. 0.34% of 200,000 active. P37231; in the data active means activation above about 22%;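 further: 0% = vehicle and 100% = reference agonist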
* hit, by the source's call; . = not tested or not shown.

SMILES	PMI act	ROMK mod	PMI act satM6P	PPARg SRC3 recr	Diaph inh CS	TR-FRET SRC-2 ct	PPARg SRC1 recr	S1P3 antagonist	Diaph act CS	G6PDH CS	PPARg SRC-2 ag
O=C(O)c1cccc([N+](=O)[O-])c1C(=O)Nc1nc2ccccc2s1	1.4	-0.62	1.3	3	-20	1507	9	2	1.2	6	3
Cn1c(SCC(=O)NCc2ccco2)nnc1-c1cccs1	0.9	0.7	1	-1	7	1451	-1	-3	0.9	2	0
COC(=O)c1ccc(/C=N/n2cnnc2)cc1	1	.	1	7	12	1703	4	-66	0.9	11	1
COC(=O)\C(C(C)=O)=C(/C=C/C=C/N(C)C)N(C)C	0.9	-0.82	0.8	17	22	1589	5	-37	0.8	13	0
Cc1ccc(Nc2nc(CSc3nnc(-c4cccs4)o3)cs2)cc1	0.9	.	0.9	-7	22	1421	-4	1	0.8	-39	-3
O=C(NCCCN1CCCC1=O)c1ccccc1NS(=O)(=O)c1ccc(Br)cc1	1	0.19	1.1	7	-6	1267	6	.	1.1	14	3
Cc1ccc2c(CC(=O)NCc3ccco3)coc2c1C	0.8	1	0.9	-1	12	1463	-2	20	0.9	0	-4
COc1cccc(-c2nn3c(-c4cccc(C)c4)nnc3s2)c1	1	.	0.9	-1	32	1530	4	-12	0.7	14	6
Cc1c(Cl)cccc1NC(=O)CNc1ccccc1F	0.9	.	1	-2	18	1622	5	-2	0.8	-3	0
CCOc1ccccc1C(=O)N1c2ccccc2Sc2ccccc21	0.9	-1.1	1	-2	20	1449	0	.	0.8	3	10
CC(C)=CCN1CCN(Cc2ccc(Oc3ncccn3)cc2)CC1CCO (stereo not given)	0.9	0.73	0.9	-2	10	1438	5	1	0.9	10	3
Cn1c(=O)c2c(SCC(=O)NCc3ccco3)nc(CC(C)(C)C)nc2n(C)c1=O	1.1	.	1.1	8	27	1659	8	1	0.7	2	13
COc1ccccc1NC(=O)Cc1noc(CSc2n[nH]c(N)n2)n1	1.1	0.036	1.1	4	5	1518	10	-21	1	2	8
COc1ccc(/C=C/C(=O)OCC(=O)NC2CCCC(C)C2C)cc1S(=O)(=O)N1CCOCC1 (stereo not given)	1.2	.	1.3	4	-14	1699	3	6	1.1	7	5
CC(=O)c1cccc(NC(=O)Nc2cnn(Cc3ccc(F)cc3)c2)c1	1	.	1	-5	-14	1322	-4	30	1.1	7	4
Cc1cc(-c2ccccc2)c(C#N)c(N)n1	1.1	-0.0072	1.1	-12	0	1423	-4	.	1	7	-5
CCc1cc(=O)oc2cc(OCC(=O)OC)c(Cl)cc12	1	.	1	5	0	1647	1	.	1	-6	5
CCNC(=S)NNC(=O)c1ccncc1	1.1	0.47	1.1	6	0	1686	-1	-4	1	-1	2
CC(=O)C1=C(C)Nc2ncnn2C1c1cccc(OCc2ccccc2)c1 (stereo not given)	0.9	.	0.9	13	10	1528	6	-12	0.9	-3	13
Cn1c(COc2ccccc2)nnc1SCc1nc2ccccc2[nH]1	1	.	1	-5	13	1498	-4	-5	0.9	-7	5
O=C(c1ccc(-c2cccc(Cl)c2)o1)N1CCN(c2ccc([N+](=O)[O-])cc2)CC1	1	.	1	1	11	1350	-4	-6	0.9	-17	6
O=C1S/C(=C/c2ccccc2F)C(=O)N1CCN=C1NS(=O)(=O)c2ccccc21	0.8	-2.1	1	2	0	1689	9	-2	1	-16	-12
Fc1ccccc1Cc1noc(CN2CCN(C/C=C/c3ccccc3)CC2)n1	0.9	-1.3	0.9	4	10	1698	0	5	0.9	9	5
COc1ccc(C2CC(C(F)(F)F)n3ncc(C(=O)NCc4cccnc4)c3N2)cc1OC (stereo not given)	0.9	.	0.9	1	8	1444	-7	-4	0.9	-5	3
COc1ccc(S(=O)(=O)N2CCC(C(=O)NCC3CCCO3)CC2)cc1OC (stereo not given)	0.9	-0.0008	1	3	9	1677	5	-15	0.9	3	-3

Grouped by structure: the compounds so far with a Cl atom.
SMILES	PMI act	ROMK mod	PMI act satM6P	PPARg SRC3 recr	Diaph inh CS	TR-FRET SRC-2 ct	PPARg SRC1 recr	S1P3 antagonist	Diaph act CS	G6PDH CS	PPARg SRC-2 ag
Cc1c(Cl)cccc1NC(=O)CNc1ccccc1F	0.9	.	1	-2	18	1622	5	-2	0.8	-3	0
CCc1cc(=O)oc2cc(OCC(=O)OC)c(Cl)cc12	1	.	1	5	0	1647	1	.	1	-6	5
O=C(c1ccc(-c2cccc(Cl)c2)o1)N1CCN(c2ccc([N+](=O)[O-])cc2)CC1	1	.	1	1	11	1350	-4	-6	0.9	-17	6

In a second layout: entries from further up.
SMILES,PMI act,ROMK mod,PMI act satM6P,PPARg SRC3 recr,Diaph inh CS,TR-FRET SRC-2 ct,PPARg SRC1 recr,S1P3 antagonist,Diaph act CS,G6PDH CS,PPARg SRC-2 ag
Cn1c(COc2ccccc2)nnc1SCc1nc2ccccc2[nH]1,1,.,1,-5,13,1498,-4,-5,0.9,-7,5
CCc1cc(=O)oc2cc(OCC(=O)OC)c(Cl)cc12,1,.,1,5,0,1647,1,.,1,-6,5

Further results.
SMILES	PMI act	ROMK mod	PMI act satM6P	PPARg SRC3 recr	Diaph inh CS	TR-FRET SRC-2 ct	PPARg SRC1 recr	S1P3 antagonist	Diaph act CS	G6PDH CS	PPARg SRC-2 ag
Oc1c(C=Nc2cccc3cccnc23)sc2ccccc12	1	.	1	15	1	1672	8	.	1	5	12
COc1ccc(CCNC(=O)CC2Nc3cc(C)c(C)cc3NC2=O)cc1OC (stereo not given)	1.1	.	1.3	5	15	1724	4	7	0.9	11	2
O=S(=O)(c1ccc(N2CCCC2)nc1)N1CCOCC1	1.1	0.71	1	10	12	1612	6	.	0.9	-8	10
CS(=O)(=O)N1CCc2cc(-c3csc(NC(=O)Cc4cccs4)n3)ccc21	0.9	.	0.9	-9	7	1638	-6	-30	0.9	3	-2
COc1ccc(NC(=O)NC23CC4(C)CC(C)(CC(C)(C4)C2)C3)cc1OC	0.8	.	0.9	-2	12	1601	-12	-9	0.9	-9	-9
COc1ccc(NC(=O)CS(=O)CC(=O)NC2CCCc3ccccc32)cc1 (stereo not given)	1.1	-0.74	1	6	8	1477	4	-4	0.9	9	3
CC(NC(=O)C1CCCC1)C1CC2CCC1C2 (stereo not given)	1.1	0.1	1	0	0	1383	-1	-23	1	24	0
CC(C)Sc1nnc(NC(=O)CCc2ccccc2)s1	1	-0.12	0.9	3	7	1586	6	-2	0.9	1	4
O=C(Nc1nccs1)Oc1ccccc1	1.1	1.7	1	7	8	1596	12	-11	0.9	-3	3
Nn1cnnc1SCC(=O)N(C1CCCCC1)C1CCCCC1	1	-0.74	1	2	3	1585	-2	7	1	2	2
COc1cc(S(=O)(=O)N2CCN(c3ccc(F)cc3)CC2)ccc1Cl	1	-1.4	0.9	-2	24	1366	4	.	0.8	3	1
CCOC(=O)CN1C(=O)C(O)=C(C(C)=O)C1c1ccccc1 (stereo not given)	1	0.16	1	-1	8	1477	5	4	0.9	3	-2
CCN(C(=O)c1cc(Cl)ccc1OC)C1CCCCC1	0.9	.	1	4	10	1631	5	7	0.9	3	2
COc1ccc(Cl)cc1NC(=S)NCCc1c[nH]c2ccccc12	0.9	0.34	0.9	3	16	1583	-4	.	0.8	-7	8
COCc1cc(C)nc(SCC(=O)Nc2cccc3cccnc23)c1C#N	0.8	.	0.8	1	14	1380	3	8	0.9	-9	9
CCOc1ccc(NC(=O)Nc2ccccc2SC)cc1	0.9	-0.77	1	6	9	1769	9	-12	0.9	2	0
CCc1[nH]nc2c1C(c1ccc(C)o1)C(C#N)=C(N)O2 (stereo not given)	1	-2.5	1	-3	4	1656	8	13	1	8	4
CC(C)(C)OCC(NC(=O)C(CC(N)=O)NC(=O)OC(C)(C)C)C(=O)OC(C)(C)C (stereo not given)	1	.	1	-5	9	1560	1	10	0.9	0	5
Cc1noc(NS(=O)(=O)c2ccc(NC(=O)C34CC5CC(C3)CC(n3cnc(Br)n3)(C5)C4)cc2)c1C	1	.	0.9	7	21	1561	-4	-16	0.8	-1	2
CCCOc1ccc(/C(O)=C2/C(=O)C(=O)N(CCCn3ccnc3)C2c2ccco2)cc1 (stereo not given)	1	.	0.9	-4	6	1494	-1	.	0.9	4	-4
CCC1=[N+](CC(=O)c2ccc(C)cc2)CCn2cccc21	1.4	0.091	1.3	3	18	1504	7	-1	0.8	4	10
COc1cc(-c2noc(CCCC(=O)NC3CCCCC3)n2)cc(OC)c1OC	1.2	-0.96	1.3	-14	8	1454	3	.	0.9	2	0
Cc1ccc2nc(C)c(C(=O)NN=C3CCN(C)CC3)n2c1	1	0.81	0.9	0	11	1634	5	-11	0.9	8	6
COc1ccc(S(=O)(=O)N2CCC3(CC2)OCCO3)cc1	1	-0.83	0.9	4	6	1537	4	-4	0.9	-6	1
Cc1nn(C)cc1/C=N/NC(=O)c1sc2ccccc2c1Cl	1	2.2	1	15	9	1595	3	.	0.9	4	10
Cn1c(SCC(=O)N2CCN(Cc3ccccc3)CC2)nnc1-c1ccncc1	1	.	1	4	11	1566	8	-4	0.9	-3	8
CC12CC(NC(=O)N1c1cccc(C(=O)NCc3ccc4c(c3)OCO4)c1)c1cc(Cl)ccc1O2 (stereo not given)	0.8	-0.62	0.9	-2	26	1522	-3	.	0.7	2	-3
COc1ccc(S(=O)(=O)N2CCOCC2)cc1C(C)C	1	.	1	13	-2	1542	3	-27	1	-6	-5

Results in TR-FRET SRC-2 ct, for some of the entries so far:
canonical_smiles | TR-FRET SRC-2 ct
O=C(O)c1cccc([N+](=O)[O-])c1C(=O)Nc1nc2ccccc2s1 | 1507
Nn1cnnc1SCC(=O)N(C1CCCCC1)C1CCCCC1 | 1585
COc1ccc(NC(=O)CS(=O)CC(=O)NC2CCCc3ccccc32)cc1 (stereo not given) | 1477
CCc1[nH]nc2c1C(c1ccc(C)o1)C(C#N)=C(N)O2 (stereo not given) | 1656
CC(C)(C)OCC(NC(=O)C(CC(N)=O)NC(=O)OC(C)(C)C)C(=O)OC(C)(C)C (stereo not given) | 1560
COc1ccc(C2CC(C(F)(F)F)n3ncc(C(=O)NCc4cccnc4)c3N2)cc1OC (stereo not given) | 1444

Hits appear at their usual frequency (roughly 3.3% active in at least one column).
